Assay outcomes deposited in PubChem by National Center for Advancing Translational Sciences (NCATS).
A350 fluor – compound fluoresces in the Alexa 350 spectral region. AID 590. actives 11% (n = 59,000). Compound autofluorescence, 340/450 nm, Alexa 350 dye-equivalents; hits give high values. max dye-equivalent concentration, M; in the data active means max dye-equivalent concentration above about 10 nM; inconclusive means mostly about 1.1 nM to 9.6 nM
ERK AVP block – inhibitors of vasopressin-stimulated ERK signaling pathway; HEK293-V1b, vasopressin-stimulated pERK AlphaScreen; Potency, µM (doses to about 57.5 µM), inactives show at the highest dose activity, negative = inhibition, actives largely listed as inhibitors; actives 0.99% (n = 72,000); AID 995; further: potency means the concentration at half of the fitted maximal effect; on the % scale 0 is the no-effect control and ±100 the full control effect; nearly all actives have a fitted effect of over 55% in size
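V1b-HEK293 cells; cpd 30 min 37C; 25 nM vasopressin 5 min; lyse 10 min; AlphaScreen beads 5 hr RT. Normalized to DMSO basal and 25 nM vasopressin; AC50 by Hill fit.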
Caspase-1 inhib – allosteric or competitive inhibitors of human caspase-1; P29466; Caspase-1 enzyme, Ac-WEHD-AFC fluorogenic rate; Potency, µM (top dose mostly 57.5 µM), without a hit: at the highest dose activity change, negative = inhibition, actives largely listed as inhibitors; actives 0.03% (n = 75,000); AID 900;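 further: potency means the concentration at half of the fitted maximal effect; plate controls were vehicle for no effect and no substrate for full effect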
Target sequence (P29466 120-297 limits assumed): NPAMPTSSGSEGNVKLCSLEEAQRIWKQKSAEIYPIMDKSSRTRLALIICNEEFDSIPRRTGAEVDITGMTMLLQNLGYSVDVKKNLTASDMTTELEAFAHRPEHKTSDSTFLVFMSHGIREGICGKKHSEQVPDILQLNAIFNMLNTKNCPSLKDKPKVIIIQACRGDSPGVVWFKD
Target sequence (P29466 317-404 limits assumed): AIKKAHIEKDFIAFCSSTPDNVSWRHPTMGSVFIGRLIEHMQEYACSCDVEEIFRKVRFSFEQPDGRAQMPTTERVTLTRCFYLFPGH
Tau filament bind – tau filament binding | P10636 | recombinant tau filaments, thioflavin S fluorescence, 15 h; filaments grown with octadecylsulfate alongside compound | Potency, µM (series often up to 57.1 µM), for the others: top-dose activity change, negative = inhibition | actives 2% (n = 71,000) | AID 596;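 further: potency means the concentration at half of the fitted maximal effect; on the % scale 0 is the no-effect control and ±100 the full control effect; actives lower thioflavin S fluorescence by blocking filaments or displacing dye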
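Thioflavine S fluorescence (ex 450, em 510 nm) reports filaments formed from 1 uM human tau plus 30 uM ODS over 15 h at 37 C (10 mM HEPES pH 7.4, 100 mM NaCl, 5 mM DTT); compounds displacing dye or blocking filaments lower signal.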
FLuc inh – firefly luciferase inhibition. P08659. Potency, µM (series often up to 57.1 µM), inactives show at the highest dose activity change, negative = inhibition, hits mostly inhibitors. purified firefly luciferase, luminescence, 8 min. actives 2.2% (n = 72,000); further: potency means the concentration at half of the fitted maximal effect; on the % scale 0 is the no-effect control and ±100 the full control effect; nearly all actives have a fitted effect of over 40% in size
Target sequence (P08659 whole entry, looked up): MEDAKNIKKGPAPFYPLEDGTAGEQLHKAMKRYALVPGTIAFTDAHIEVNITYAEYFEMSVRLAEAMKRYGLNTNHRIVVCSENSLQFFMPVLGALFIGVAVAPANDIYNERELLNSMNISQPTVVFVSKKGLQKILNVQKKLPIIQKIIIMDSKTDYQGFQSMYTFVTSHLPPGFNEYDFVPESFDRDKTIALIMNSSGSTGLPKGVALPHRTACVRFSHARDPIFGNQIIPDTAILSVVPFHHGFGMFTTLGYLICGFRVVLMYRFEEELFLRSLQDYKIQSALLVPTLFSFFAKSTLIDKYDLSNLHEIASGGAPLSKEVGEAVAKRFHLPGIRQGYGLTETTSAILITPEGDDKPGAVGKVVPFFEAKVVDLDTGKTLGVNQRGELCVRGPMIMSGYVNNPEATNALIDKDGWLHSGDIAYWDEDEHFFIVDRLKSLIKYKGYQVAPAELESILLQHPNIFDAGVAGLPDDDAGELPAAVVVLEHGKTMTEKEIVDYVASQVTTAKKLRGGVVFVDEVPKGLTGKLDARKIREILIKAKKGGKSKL
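Substrate buffer containing 10 uM ATP (pH 7.2 imidazole, Mg2+, KCl, detergent, BSA) is dispensed, compound pinned in, then luciferase/luciferin detector mix added. After 8 min at ambient temperature, light output is measured.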
BRCT PPI red – disrupts BRCA1 BRCT binding to phosphoprotein, red fluorophore readout | actives 0.03% (n = 75,000) | BRCT-phosphopeptide binding, red fluorescence polarization | AID 892 | Potency, µM (highest dose often 76.9 µM), without a hit: at the highest dose activity change, negative = inhibition, most hits filed as inhibitors; further: on the % scale 0 is the no-effect control and ±100 the full control effect
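Rhodamine-labelled pBACH1 10-mer (100 nM) bound to BRCT domain (100 nM) at pH 7.3; compounds incubated 12 min room temperature, polarization read. Free peptide defines full inhibition; unlabelled decapeptide titrated as control.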
HEK293 cAMP ctrl – parental HEK293 cAMP activation (counter-screen); Potency, µM (series often up to 57.1 µM), inactives show at the top dose activation, actives largely listed as activators; AID 938; actives 2.5% (n = 73,000); parental HEK293 CNG cAMP sensor, membrane potential fluorescence; further: potency means the concentration at half of the fitted maximal effect; % of control where 0% means no effect; nearly all actives have a fitted effect of over 55% in size
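Parental HEK 293 cells stably expressing a modified CNG channel (no TSHR) report cAMP rise as membrane depolarization. Membrane potential dye with 100 uM RO 20-1724 was loaded for 60 min at room temperature, then compound added for 30 min; fluorescence read at 590 nm.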
Casp7 inh – caspase-7 (human) inhibition, allosteric or competitive; recombinant caspase-7, Ac-DEVD-AFC fluorescence rate; actives 0.02% (n = 75,000); Potency, µM (series often up to 57.5 µM), for inactives: at the highest dose activity change, negative = inhibition, hits mostly inhibitors; P55210; AID 889; active means well fitted inhibition curve with a large enough effect in the main read-out, with a control signal flat, not every such curve was filed as active; inconclusive means small, poorly fitted or top-dose-only effect, or a change in a side signal; further: potency means the concentration at half of the fitted maximal effect; % of control where 0% means no effect
BRCT PPI green – BRCA1 BRCT-phosphoprotein interaction inhibition; P38398; BRCA1 BRCT-phosphopeptide binding, green fluorescence polarization; Potency, µM (doses to about 76.9 µM), for the others: top-dose activity change, negative = inhibition, usual class: inhibitors; actives 0.05% (n = 75,000);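 further: potency means the concentration at half of the fitted maximal effect; plate controls were peptide without protein for full effect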
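Fluorescence polarization: His-tagged BRCT (~35 kDa BRCA1 C-terminus, 250 nM) bound to 100 nM fluorescein-labeled phosphorylated 10-aa BACH1 peptide, pH 7.3 phosphate buffer with DTT and Tween 20. Compounds incubated 12 min at room temperature; inhibition read as lowered polarization.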
CRE-bla Fsk – CRE-bla signaling modulation under forskolin stimulation | actives 2.5% (n = 71,000) | Potency, µM (top dose mostly 38.2 µM), for inactives: at the highest dose activity change, negative = inhibition, hits mostly activators | CHO CRE-bla reporter (cAMP response element driving beta-lactamase), forskolin EC10, beta-lactamase ratio; active means well fitted activation curve with a large enough effect in the signal ratio, with a control signal flat, not every such curve was filed as active; inconclusive means small, poorly fitted or top-dose-only effect, or effect the other way, or a change in a side signal; the % refers to the signal ratio; further: potency means the concentration at half of the fitted maximal effect; % of control where 0% means no effect
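CHO CRE-bla cells, overnight plating in Opti-MEM with 0.5% dialyzed FBS; cpd titration + EC10 NKH 477, 3 h 37 °C; CCF4 2 h RT; ex 405/em 460 vs 530 ratio → %Activity, AC50.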
USP2a inhib – inhibitors of human ubiquitin-specific protease USP2a; O75604; USP2a enzymatic assay, qHTS inhibition; Potency, µM (highest dose often 38.3 µM), for the others: at the highest dose activity change, negative = inhibition, hits mostly inhibitors; actives 0.1% (n = 60,000);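 further: potency means the concentration at half of the fitted maximal effect; nearly all actives have a fitted effect of over 60% in size; plate controls were DMSO for no effect and NEM full inhibition control for full effect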
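USP2 core (20 nM final) was preincubated with compound for 30 min at RT in 20 mM Tris-HCl pH 8.0, 2 mM CaCl2, 2 mM beta-mercaptoethanol; Ub-PLA2 (20 nM) plus NBD C6-HPC (20 uM) then added, fluorescence read after 2.5 h.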
* marks the source's active call; other numbers are inactive results; i = inactive; ? = inconclusive; · = no result given; [ ] = another dose, or the depositor's remark. Unless noted, the call rests on the fitted dose curve; in most records, active means well fitted curve in the direction sought with a large enough effect; inconclusive means small, poorly fitted or top-dose-only effect, or another doubt; inactive means no such curve, though single readings can be large; an effect the other way counts as inactive or inconclusive.

SMILES	A350 fluor	ERK AVP block	Caspase-1 inhib	Tau filament bind	FLuc inh	BRCT PPI red	HEK293 cAMP ctrl	Casp7 inh	BRCT PPI green	CRE-bla Fsk	USP2a inhib
Cn1c(=O)cc(SCC(=O)N2CCN(Cc3ccc4c(c3)OCO4)CC2)c2ccccc21	i	-14.1%	1.8%	10.0%	-0.5%	0.6%	14.5%	0.5%	0.7%	0.8%	48.8%[activator]
CC(=O)c1cccc(NC(=O)C2CCCN(S(=O)(=O)c3ccc(F)cc3)C2)c1 (stereo unspecified)	i	-4.5%	-3.1%	-4.9%	1.6%	-2.3%	-1.9%	2.6%	-1.9%	?	27.1%
OCCN1CCN(CCC=C2c3ccccc3Sc3ccc(Cl)cc32)CC1	i	-3.8%[25.7 µM]	0.0%[25.7 µM]	34.4%[25.6 µM]	-3.9%[25.5 µM]	0.1%[34.4 µM]	6.3%[25.6 µM]	-1.3%[25.7 µM]	-0.2%[34.4 µM]	-14.6%[17.1 µM]	100.8%[activator][17.1 µM]
COc1ccc(C(C)C)cc1S(=O)(=O)N1CCN(C)CC1	i	-5.1%	-0.5%	-5.9%	9.0%	0.4%	3.3%	0.5%	-2.0%	0.9%	9.0%
COc1cccc(-c2nc(NCc3ccccc3OC)c3ccccc3n2)c1	i	-24.0%	-4.7%	47.2%	-10.2%[2.29 µM]	-1.1%	-7.3%	-5.2%	-0.3%	-13.3%	?
CCOc1cccc(C(=O)N2CCCCC2c2cccnc2)c1 (stereo unspecified)	·	-18.8%	-4.1%	10.1%	-0.2%	0.0%	2.6%	1.5%	1.1%	2.9%	-1.9%
O=C(Cn1cc2c(n1)CCCC2)N1CCCc2ccccc21	·	-14.8%	-6.0%	19.7%	-1.4%	-2.8%	6.6%	1.3%	-1.2%	-10.7%	·
COc1cc(C)c2c(=O)cc(-c3ccccc3)oc2c1	·	-0.8%	-8.7%	·	·	-0.3%	·	-1.7%	0.8%	·	-8.7%
CCC(C)(C(=O)NC1CCCC1)N(Cc1ccco1)C(=O)c1ccc2c(c1)OCO2 (stereo unspecified)	i	9.7%	-1.5%	-8.0%	0.6%	-1.3%	2.51µM*	0.5%	-1.2%	?	7.7%
CCc1ccc(C2N(c3ccc(OC)cc3)C(=O)C3CCCN32)cc1 (stereo unspecified)	·	-2.5%	-2.5%	-1.0%	2.0%	0.0%	5.3%	-1.1%	-2.4%	-0.7%	·
COc1ccc(-c2cc(C(=O)N3CCc4ccccc4C3)no2)cc1OC	i	8.6%	-2.2%	24.0%	3.4%	-1.7%	25.3%	-5.0%	0.2%	24.3%	7.4%
O=C(CCCSc1nc2ccccc2[nH]1)Nc1nnc(-c2ccccc2)o1	i	-0.6%	5.1%	8.0%	-1.7%	-0.7%	0.9%	-2.8%	4.5%	-5.3%	10.9%
N#Cc1c(NC(=O)CN2CCOCC2)oc(-c2ccccc2)c1-c1ccccc1	i	-5.3%	-1.5%	30.3%	-0.4%	-2.5%	?	3.0%	-2.0%	?	39.6%[activator]
Nc1c(N2CCCC2)cc(Cl)c2nonc12	?	-14.1%	?	20µM*	-2.2%	-0.5%	-28.8%	?	0.5%	-5.8%	26.6%
O=C(CSc1nc2c(c(=O)n1-c1ccc(Cl)cc1)SCC2)NCC1CCCO1 (stereo unspecified)	i	-10.0%	2.0%	-3.9%	0.9%	-1.0%	21.8%	0.0%	0.9%	-4.6%	3.5%
COc1cccc(C(=O)CSc2nnc(-c3cc(OC)cc(OC)c3)o2)c1	i	12.6%	-0.2%	0.7%	-32.7%	0.4%	18.9%	-1.2%	-2.9%	-2.3%	6.5%
Cc1cc(C)n(C(=O)CSc2nnc(SCC(=O)n3nc(C)cc3C)s2)n1	i	1.6%	1.0%	-7.2%	-0.7%	-0.9%	2.0%	0.9%	-5.5%	8.1%	1.2%
CC(c1ccccc1)C1CC(=O)N(c2ccc(C(=O)O)cc2)C1=O (stereo unspecified)	i	-4.7%	0.1%	5.2%	2.0%	-0.1%	1.7%	-0.2%	-2.2%	-7.4%	3.2%
O=c1c(-c2ccc(F)cc2)coc2cc(O)ccc12	·	·	-4.4%	·	·	-3.4%	-21.1%	-5.0%	-1.2%	·	·
COc1ccc(NC(=O)Nc2ccc(N3CCCC3=O)cc2)cc1OC	·	·	-1.6%	·	·	-0.5%	-10.3%	-0.1%	-2.5%	·	·
CCCn1c(Sc2nnnn2-c2ccccc2)n[nH]c1=O	i	-9.6%	2.6%	2.9%	1.0%	0.6%	-8.9%	-1.0%	-1.6%	?	2.3%
Clc1ccccc1C(c1nnnn1Cc1ccco1)N1CCN(Cc2ccco2)CC1 (stereo unspecified)	i	-20.3%	-3.0%	-5.4%	-0.9%	-1.1%	?	-8.1%	3.8%	-19.0%	50.2%[activator]
CCOc1ccc(NS(=O)(=O)c2ccc3[nH]cc(C(=O)NCCOC)c(=O)c3c2)cc1	i	24.6%	0.1%	-2.9%	1.6%	-0.4%	-4.6%	-0.9%	-1.5%	?	27.1%
O=C(CSc1nc2[nH]ncc2c(=O)n1-c1ccccc1Br)NCc1ccco1	i	?	-1.2%	-3.9%	1.0%	-0.3%	17.3%	-2.9%	0.1%	24.2%	15.5%
Cc1ccc2c(c1C)NC(C)CC2C (stereo unspecified)	?	-15.4%	-3.4%	?	-4.2%	-0.3%	1.5%	-1.0%	-0.7%	-17.0%	-6.9%
Cc1ccc(S(=O)(=O)NC(=NC(C)C(=O)O)c2ccccc2)cc1 (stereo unspecified)	·	-13.9%	-1.4%	4.0%	-1.1%	-0.9%	-1.9%	0.2%	-1.9%	-2.0%	1.4%
O=C1CC(c2nc3ccccc3[nH]2)CN1Cc1ccccc1 (stereo unspecified)	·	·	-0.3%	-1.7%	0.0%	-0.2%	0.3%	2.4%	-0.6%	?	·
CN(C)Cc1ccc(C(C)(C)C)cc1-c1cc(C(C)(C)C)ccc1CN(C)C	i	2.7%[11.5 µM]	1.6%[11.5 µM]	4.2%[11.4 µM]	0.5%[11.4 µM]	-2.9%[15.4 µM]	0.9%[11.4 µM]	-0.4%[11.5 µM]	-3.2%[15.4 µM]	0.3%[7.6 µM]	·
COc1ccc(S(=O)(=O)Nc2cc(C)ccc2OC)cc1C	i	-0.5%	-0.4%	-5.0%	2.1%	-0.6%	16.3%	3.0%	2.3%	15.2%	-5.7%
COc1ccc(CCNC(=O)CC2Nc3ccccc3NC2=O)cc1OC (stereo unspecified)	2.32e-08M*	-2.2%	-4.0%	-9.2%	-1.3%	0.1%	-2.9%	0.2%	-2.5%	6.9%	3.1%
O=C(c1cccc(C(=O)N2CCN(c3ccccc3F)CC2)c1)N1CCN(c2ccccc2F)CC1	·	15.8µM*	-6.6%	-12.1%[11.4 µM]	2.8%	1.1%	15.7%[11.4 µM]	-5.8%	0.6%	?	28.3%[7.66 µM]
Nc1nc(Cl)nc2c1ncn2[C@@H]1O[C@H](CO)[C@@H](O)[C@H]1O	i	10µM*	-2.2%	·	-0.3%[25.5 µM]	0.7%	·	1.8%	-2.7%	·	0.0%
Cc1cc(Nc2ccc(F)c(Cl)c2)n2ncnc2n1	·	-14.7%	-2.7%	-9.9%	1.3%	0.4%	0.8%	-1.3%	-1.4%	7.7%	·
COc1ccc2nc(NC(=O)C3CCCN(S(=O)(=O)c4c(C)noc4C)C3)sc2c1 (stereo unspecified)	·	-10.4%	-2.1%	47.6%	-1.8%	-1.7%	-13.7%	-6.7%	-1.6%	?	·
COc1ccc(C)cc1S(=O)(=O)N(C)CC(=O)NC1CCCCC1	i	-4.1%	0.8%	9.6%	-1.3%	-0.6%	10.1%	-0.9%	-3.4%	-4.9%	5.0%
COc1ccc(-c2nnc(SCCc3ccccc3)n2N)cc1	i	-10.0%	-1.4%	-12.8%	-3.9%	-2.7%	5.6%	2.0%	-0.8%	-4.3%	-2.5%
CCN(CCNC(=O)CN1CCN(Cc2ccc(Cl)cc2)C1=O)c1ccccc1	i	-6.9%	-1.0%	-5.3%	-1.0%	-1.2%	21.7%	-0.5%	0.1%	-11.6%	11.1%
COc1ccc(OC)c(Nc2ncnc3c2cnn3-c2ccccc2)c1	i	?	-2.6%	-13.5%	-5.5%	-3.3%	-2.1%	0.0%	-1.6%	?	10.3%
Fc1ccc([C@@H]2CCNC[C@H]2COc2ccc3c(c2)OCO3)cc1	·	?	2.0%	·	·	-1.1%	·	0.9%	-2.8%	·	1.5%
CN(C)CCNC(=O)c1cc2ccccc2oc1=O	1.92e-08M*	10.1%	-0.7%	-2.5%	0.1%	0.7%	-1.4%	-1.7%	4.5%	0.6%	-14.4%
